High-throughput results from PubChem.
TDP1 cell CPT = DT40-hTDP1 cell growth loss with CPT. Potency, µM (highest dose often 46.2 µM), inactives show at the highest dose activity change, negative = growth inhibition, usual class: inhibitors. chicken DT40 Tdp1-/-;hTDP1 cells + 20 nM CPT, ATP luminescence, 48 h. AID 686979. 420,000 compounds, 12% hits; note: nearly all actives have a fitted effect of over 55% in size
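Chicken DT40 Tdp1-/- cells stably complemented with human TDP1 were seeded at 400 cells/well in medium containing 20 nM camptothecin, exposed to pin-transferred compounds, and grown at 37 °C for at least 48 hr. Viability was read as ATP luminescence.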
FEN1 inh = inhibitors of human flap endonuclease 1. AID 588795. Recombinant FEN1 flap cleavage, fluorescence, 15 min. 390,000 compounds, 0.35% hits. P39748. Potency, µM (series often up to 114 µM), for inactives: at the top dose activity change, negative = inhibition, hits mostly inhibitors; note: nearly all actives have a fitted effect of over 65% in size
Target sequence (P39748 whole entry, looked up): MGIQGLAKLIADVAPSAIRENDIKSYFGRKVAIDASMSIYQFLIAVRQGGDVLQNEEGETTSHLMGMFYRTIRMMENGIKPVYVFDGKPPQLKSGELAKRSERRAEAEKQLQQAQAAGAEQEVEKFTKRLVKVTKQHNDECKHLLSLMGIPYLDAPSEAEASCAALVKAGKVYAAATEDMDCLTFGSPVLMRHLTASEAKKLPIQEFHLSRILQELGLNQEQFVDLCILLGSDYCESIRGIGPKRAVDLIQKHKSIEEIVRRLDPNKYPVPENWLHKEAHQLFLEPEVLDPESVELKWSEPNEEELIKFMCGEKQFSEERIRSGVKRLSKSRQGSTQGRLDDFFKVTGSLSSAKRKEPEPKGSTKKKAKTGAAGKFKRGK
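Nuclease activity of 10 nM FEN1 was measured after 15 min of room-temperature exposure to titrated compounds, by adding 50 nM flap substrate and reading plates at 0 and 15 min.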
KAT2A inh = GCN5L2 (KAT2A) acetyltransferase inhibition. AID 504327. Potency, µM (titrated, usually from 58.9 µM), inactives show top-dose activity change, negative = inhibition, usual class: inhibitors. GCN5L2 HAT assay, ThioGlo1 CoA-SH fluorescence. 390,000 compounds, 0.21% hits
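Preincubate 20nM GCN5L2 with compound 15 min, RT → add 50uM ThioGlo1 + 75uM H3(1-25) + 70uM acetyl-CoA → read fluorescence 0 and 20 min. Primary qHTS; fluorescent artifacts likely.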
* = called active by the depositor; ? = inconclusive; / = no result given; & = joins results of further samples. Calls come from the whole dose curve; as a rule, active = well fitted curve in the direction sought with a large enough effect; inconclusive = small, poorly fitted or top-dose-only effect, or another doubt; inactive = no such curve, though single readings can be large; an effect the other way counts as inactive or inconclusive. % is set by controls: 0 for no effect and ±100 for the full control effect; potency is the fitted concentration of half-maximal effect.

SMILES	TDP1 cell CPT	FEN1 inh	KAT2A inh
C=CCN1c2ccccc2[C@]23C[C@@H](C(=O)OC)N(C(=O)NC4CCCC4)C2=NC(C(=O)OC)=C(C(=O)OC)[C@H]13	-17.4%	12.0%	/
Cc1cc(OCC(=O)NCc2ccccn2)c2c(C)cc(=O)oc2c1	7.2%	-11.0%	-6.1%
CCOC(=O)c1cc(-c2ccc(OC)cc2)nn1Cc1ccccc1	-27.0%	0.4%	-14.0%
O=C1CC(c2ccsc2)c2ccc3ccccc3c2N1 (stereo unspecified)	-2.9%	6.9%	0.6%
CCn1c(CC(=O)Nc2ccc(F)cc2)nnc1SCC(=O)NC1=NCCS1	?	-1.7%	-3.2%
Cc1ccc(SCc2nc3ccccc3n2CC(=O)Nc2c(C)cccc2C)cc1	?	6.2%	-3.1%
COc1ccccc1CNC(=O)C1CCN(S(=O)(=O)N2CCCCC2)CC1	-2.3%	-1.6%	-32.1%
O=S(=O)(NCCc1ccccc1)c1cccc(S(=O)(=O)N2CCOCC2)c1	-27.6%	-0.3%	1.4%
O=C(NCc1ccccn1)C(=O)NCC1OCCCN1S(=O)(=O)c1ccc(F)cc1 (stereo unspecified)	8.2%	-5.0%	-7.1%
CN1/C(=C\C(=O)COC(=O)Cn2nnc(-c3ccccc3)n2)C(C)(C)c2ccccc21	4.11µM*	?	-14.3%
O=C(CCCN1CCC(c2ccccc2)C1)c1ccc2c(c1)OCCO2 (stereo unspecified)	?	-8.8%	-2.0%
CCCS(=O)(=O)N1CCN(Cc2ccccc2C(F)(F)F)CC1	-28.0%	10.8%	0.2%
C[C@@H]1O[C@@H](O[C@H]2[C@H](O[C@H]3C[C@]4(C)C(C[C@@H](O)C5C([C@]6(C)CC[C@@H](C(C)(C)O)O6)CC[C@]54C)[C@@]4(C)CC[C@H](O)C(C)(C)C34)O[C@H](CO)[C@@H](O)[C@@H]2O)[C@H](O)[C@H](O)[C@H]1O (stereo partly specified)	-7.2%	17.9%	1.6%
CCN(CC)c1ccc(C(=S)N2CCN(c3ccccc3)CC2)cc1	?	-10.3%	0.4%
COc1cc(/C=N/NC(=O)Cn2nnc3ccccc32)ccc1O	-13.1%	13.9%	-1.7%
CCOC(=O)c1nc(NNC(=O)c2ccc([N+](=O)[O-])cc2)sc1C	?	3.1%	-1.4%
COc1ccccc1N1CCN(C(=O)CSc2nc3ccccc3o2)CC1	-23.4%	-18.6%	-9.6%
Cc1nnc(SCc2cccc(Cl)c2)n(N)c1=O	7.6%	-0.9%	-1.1%
Cc1ccc(Cn2nnc3c(=O)[nH]c(C4CCN(C(=O)c5cccs5)CC4)nc32)cc1	?	0.5%	?
CCOc1ccc(CNC(=O)CS(=O)(=O)Cc2nc(-c3ccc(OC)cc3)oc2C)cc1	-16.5%	24.7%	0.1%
Cc1ccc2c(c1)c1c(n2CC(O)CNC2CCCC2)CCCC1 (stereo unspecified)	?	11.4%	-4.1%
CSc1ccccc1C(=O)Nc1cc([N+](=O)[O-])ccc1C	-1.3%	17.0%	-3.2%
CCCc1cc(=O)[nH]c(Nc2cc(Cl)cc(Cl)c2)n1	14.6µM*	7.0%	-1.2%
C=CCn1cc(-c2cccc(Cl)c2)cc(C#N)c1=O	-21.3%	-0.7%	-2.4%
CCOc1cc(/C=C2\CN(CC)C/C(=C\c3ccc(O)c(OCC)c3)C2=O)ccc1O	5.17µM*	-24.1%	-1.2%
Following part
SMILES	TDP1 cell CPT	FEN1 inh	KAT2A inh
CCCN(Cc1nnc(-c2cccs2)o1)C(=O)CN1C(=O)NC2(CCCCC2C)C1=O (stereo unspecified)	-2.8%	0.1%	-2.9%
O=C(N/N=C/c1ccoc1)c1cccc([N+](=O)[O-])c1	-2.6%	-1.5%	-4.7%
Nc1ccn(C2OC(COC(=O)C34CC5CC(CC(C5)C3)C4)C(O)C2O)c(=O)n1 (stereo unspecified)	0.0517µM*	-0.9%	/
CN(CCOc1ccccc1)CC(=O)Nc1ccc(Br)cc1F	?	-21.8%	-9.1%
Cc1cc(C)c(NC(=O)CS(=O)CC(=O)Nc2ccc(-n3cnnn3)c(C)c2)c(C)c1 (stereo unspecified)	?	-9.4%	-17.1%
O=C(Nc1ccc(N2CCOCC2)cc1)c1ccc(Br)o1	-11.2%	-13.3%	-3.9%
O=C(NCc1ccc(Cl)cc1)c1ccc2c(c1)NC(=O)C(CS(=O)(=O)Cc1ccc(F)cc1Cl)N2 (stereo unspecified)	?	6.6%	5.3%
COc1ccc(OCC(=O)Nc2ccc3c(c2)nc(CCN2CCC(C)CC2)n3C)cc1	-1.9%	-4.0%	2.2%
N/C(Cc1cccs1)=N\OC(=O)COc1ccc(Br)cc1Cl	-13.6%	-19.7%	-7.4%
CC1=C(C(=O)Nc2ccccc2)C(c2ccc(C)o2)n2c(s/c(=C\c3ccco3)c2=O)=N1 (stereo unspecified)	?	-0.1%	-28.6%
COc1ccccc1CNC(=O)c1ccc2c(c1)N(Cc1c(F)cccc1Cl)C(=O)CS2	?	-12.9%	-4.8%
Cn1cc(Cl)c(C(=O)OCC(=O)Nc2cccc(Cl)c2)n1	-10.9%	3.1%	-6.7%
S=c1[nH]nc(-c2ccncc2)n1Cc1ccccc1	-3.6%	1.4%	-1.1%
COc1cc(OC)cc(C(=O)NCC2CCCO2)c1 (stereo unspecified)	-8.7%	7.5%	-8.9%
COc1ccc(OC2CCN(S(=O)(=O)c3ccc(F)cc3)CC2)cc1	12.9%	-0.8%	0.0%
COc1cc2c(cc1OC)CN(C(C)C(=O)Nc1cccc(S(=O)(=O)N3CCOCC3)c1)CC2 (stereo unspecified)	-54.2%	3.2%	1.2%
CN(C)N1C(=O)CC(N2CCCCC2)C1=O (stereo unspecified)	?	-2.0%	-6.2%
CCOc1ccccc1CNC(=O)c1ccc2c(c1)N(CC)CCS2	14.6µM*	-20.4%&11.6%	?
Clc1ccc(-c2nnc3sc(-c4ccc(Br)o4)nn23)c(Cl)c1	-23.6%	0.6%	-1.4%
CCc1nn(CC(=O)NC(C)CC)c(=O)c2cc3occc3n12 (stereo unspecified)	-13.8%	-5.4%	-9.8%
O=C(NNC(=O)c1cccc(S(=O)(=O)N2CCCCC2)c1)c1ccccc1	4.5%	6.2%	1.5%
CN(C)c1nc(N)nc(/C(C#N)=C/C2CC3C=CC2C3)n1 (stereo unspecified)	-27.5%	-1.8%	4.6%
COc1ccccc1CN1CCCC2(CCN(C(=O)c3ccncc3)CC2)C1	-5.8%	/	9.8%
Cc1ccc(C)c(-c2nnc(NC(=O)CCS(=O)(=O)c3ccccc3)o2)c1	?	-3.9%	2.6%
COc1cc(C(=O)NC(=S)N(C)Cc2ccccc2)cc(OC)c1OC	20.6µM*	-15.2%	-20.8%

Taken from above.
KAT2A inh, COc1cc(OC)cc(C(=O)NCC2CCCO2)c1 (stereo unspecified) = -8.9%
FEN1 inh, COc1ccc(OC2CCN(S(=O)(=O)c3ccc(F)cc3)CC2)cc1 = -0.8%

An excerpt from above, showing only KAT2A inh:
compound	KAT2A inh
CN(C)N1C(=O)CC(N2CCCCC2)C1=O (stereo unspecified)	-6.2%
CCOc1ccccc1CNC(=O)c1ccc2c(c1)N(CC)CCS2	?
Clc1ccc(-c2nnc3sc(-c4ccc(Br)o4)nn23)c(Cl)c1	-1.4%
CCc1nn(CC(=O)NC(C)CC)c(=O)c2cc3occc3n12 (stereo unspecified)	-9.8%
O=C(NNC(=O)c1cccc(S(=O)(=O)N2CCCCC2)c1)c1ccccc1	1.5%
CN(C)c1nc(N)nc(/C(C#N)=C/C2CC3C=CC2C3)n1 (stereo unspecified)	4.6%

Following part
SMILES	TDP1 cell CPT	FEN1 inh	KAT2A inh
CN(C)S(=O)(=O)Oc1ccc(C(=O)Nc2ccc([N+](=O)[O-])cc2)cc1	-5.4%	1.4%	-2.2%
O=C(Nc1ncccc1Cl)c1cccc(F)c1	-13.5%	-9.4%	3.4%
COc1ccc(-n2nc(C(=O)NCC(=O)NCCCN3CC(C)CC(C)C3)c3ccccc3c2=O)cc1 (stereo unspecified)	1.9%	2.4%	-4.1%
CCCN(CCc1ccccc1)C1CCc2c(O)cccc2C1 (stereo unspecified)	?	7.7%	-3.8%
O=C1C2=C(SCCS2)C(=O)N1c1ccccc1	-5.2%	-0.2%	-0.9%
CC(=O)c1sc2c(c1OC(=O)c1ccccc1)c(=O)n(-c1ccccc1)c(=S)n2-c1ccccc1	-29.5%	-3.2%	/
CC(=O)Nc1ccc(/C=N/NC(=O)c2cccs2)cc1	-3.1%	-1.8%	-3.9%
CCCCCOC(=O)C1C(c2ccccc2)C(C(=O)O)C1c1ccccc1 (stereo unspecified)	-11.9%	5.5%	0.2%
Cc1ccccc1NC(=O)N1CCCC(c2nc(-c3ccc(F)cc3)no2)C1 (stereo unspecified)	?	-0.9%	-4.5%
CC(C)c1nc(-c2c(N)n(C)c(=O)n(C)c2=O)sc1C(=O)C(C)(C)C	-27.2%	-6.1%	-2.2%
CCCc1c(C)nc(N2CCN(c3ccccc3OC)CC2)[nH]c1=O	?	2.7%	-7.3%
CCOc1ccccc1CNc1nnnn1C	?	8.6%	1.3%
CCOC(=O)c1nc(SC)n(C)c1C(=O)OCC	5.0%	11.9%	15.1%
CC(C)=C1C2CCC1C(C(=O)NCCc1ccccc1)C2C(=O)O (stereo unspecified)	-5.6%	-3.5%	-4.3%
COc1ccc(N2C(=O)C3[C@@H](C2=O)C2(Cl)C(Cl)=C(Cl)C3(Cl)C2(OC)OC)cc1 (stereo partly specified)	-1.2%	-2.5%	0.3%
CN1C(=O)CC(N2CCN(c3ncccn3)CC2)C1=O (stereo unspecified)	?	-2.6%	-2.5%
Cc1nc(N2CCN(c3ccccc3)CC2)[nH]c(=O)c1Cc1ccccc1	?	-14.5%	-3.5%
C=CCC[C@@H](Cc1ccc(F)cc1)C(=O)OC[C@@H](Cc1c[nH]c2ccccc12)NC(=O)[C@@H](CC=C)CC(=O)N[C@@H](CO)Cc1ccccc1	23.1µM*	-18.5%	-9.1%
COc1ccc(OCCSc2nnc(-c3ccc(OC)cc3)n2N)cc1	-3.5%	-9.4%	-0.8%
COc1ccccc1CC(=O)NNC(=O)CN(C)S(=O)(=O)c1ccc(Cl)cc1	-9.4%	9.6%	-3.1%
COC(=O)c1[nH]c2cccc(OC)c2c1NC(=O)CN1CCC(C(N)=O)(N2CCCCC2)CC1	2.1%	0.0%	-0.7%
CC(=O)Nc1ccc(NC(=O)c2c(-c3ccccc3Cl)noc2C)c(C)c1	-1.1%	-3.7%	-2.3%
COc1ccc(NC(=O)Cn2c(=O)n(-c3cc(C)cc(C)c3)c(=O)c3oc4ccccc4c32)cc1OC	8.2µM*	1.3%	-5.0%
COc1ccccc1Oc1nc2c(C)cccn2c(=O)c1/C=C(\C#N)c1nc2ccccc2[nH]1	-1.4%	-8.2%	-11.6%
Cc1ccccc1N(C(=O)CNC(=O)c1ccco1)C(C(=O)NC1CCCCC1)c1ccncc1 (stereo unspecified)	3.8%	-8.7%	-4.0%
Following part
SMILES	TDP1 cell CPT	FEN1 inh	KAT2A inh
O=C(Nc1ccn(Cc2ccccc2)n1)c1ccc(F)cc1	-27.7%	2.5%	20.7%
Cc1ccc(NC(=O)NC(=O)CSc2nnc(-c3ccc(Cl)cc3Cl)n2N)c(C)c1	-1.5%	5.2%	-22.1%
CCCCn1nc(C(=O)N2CCN(S(=O)(=O)c3ccccc3)CC2)c2ccccc2c1=O	?	-0.8%	-19.1%
CC(=O)OCc1cnc(C)c2oc(=O)c(C(=O)Nc3cc(F)ccc3C)cc12	4.7%	-0.8%	-6.9%
Cc1ccc(C)c(N(CC(=O)NC(C)C)C(=O)CCC(=O)Nc2ccccn2)c1	29.5%	0.8%	-4.4%
CCCCN(CC)S(=O)(=O)N1CCC(C(=O)NCc2ccc(F)cc2)CC1	-32.7%	-8.4%	-5.4%
O=C(Nc1ccccc1Cl)c1ccccc1Oc1ccc(C(F)(F)F)cc1[N+](=O)[O-]	23.1µM*	1.3%	-9.8%
Nc1ncnc2c1ncn2CCc1ccccc1	-6.4%	0.1%	-1.2%
Cc1cc2cc(C(c3nnnn3Cc3ccco3)N3CCc4ccccc43)c(=O)[nH]c2cc1C (stereo unspecified)	?	-18.1%	-13.1%
O=C(c1ccccc1)N1CCN(C(=O)c2ccccc2)C1c1ccccc1	-12.9%	-2.9%	-11.7%
Nc1cnc(-c2ccccc2)nc1Cl	17.5%	2.7%	2.0%
O=C(N/N=C/c1cccc(OC2CSC2)c1)c1ccccc1O	-9.1%	-6.7%	?

Shown with values under each structure: part of the list above
Results follow in this order: TDP1 cell CPT	FEN1 inh	KAT2A inh
O=C(c1ccccc1)N1CCN(C(=O)c2ccccc2)C1c1ccccc1
→ -12.9%	-2.9%	-11.7%
Nc1cnc(-c2ccccc2)nc1Cl
→ 17.5%	2.7%	2.0%

An excerpt (hit frequency here may not be typical).
